Bioassay records deposited in PubChem by Sanford-Burnham Center for Chemical Genomics.
TAG inh – inhibitors of triacylglycerol accumulation. H9c2 cells, Nile Red lipid (TAG) fluorescence; cells loaded with 200 µM oleic acid. inhibition, % at 12.5 µM. hit rate 0.66% among 230,000. AID 651582;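 active = pattern-corrected inhibition of lipid staining of at least 50% with the nuclear-stain viability signal not falling by more than 50%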;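 also: 0% = DMSO wells and 100% = triacsin C control wells; some results filed as inactive read as strong as hits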
TAG inh DAPI viability – second read-out of TAG inh, no call of its own (marks repeat the call); DAPI nuclei signal change (viability), lower = more cytotoxic, %;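 whole-well DAPI fluorescence read on a plate reader as a viability signal; minus 50 percent equals half of cells still viable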
An asterisk follows results filed as active. Some of the compounds tested (hit frequency here may not be typical).

Values run as follows: TAG inh DAPI viability, TAG inh
Cc1ccc(NC(=O)COC(=O)c2ccc([N+](=O)[O-])o2)cc1S(=O)(=O)N1CCCCC1
 : -6.1, -1.0
Cc1ccc(-n2c(C)n[nH]c2=S)cc1
 : 10.5, -4.2
O=C1C(=O)N(CCO)C(c2cccc(F)c2)/C1=C(\O)c1ccc(Cl)cc1 (stereo not given)
 : 1.1, 3.1
COc1ccc(CCNC(=O)CN2C(=O)NC3(CCCCC3C)C2=O)cc1 (stereo not given)
 : -1.5, -7.2
Cc1ccc2c(CC(=O)N3CCc4ccccc43)coc2c1
 : 10.6, -23.6
COc1ccc(C=NNc2nc3c([nH]2)c(=O)n(C)c(=O)n3C)cc1
 : 3.1, -10.2
O=C(Nc1ccc(Cl)cc1)c1csc([C@H]2C[C@H](O)[C@@H](CO)O2)n1
 : 4.6, -10.1
O=C(CN1CCCCC1)n1c2ccccc2c2ccccc21
 : -1.2, -0.4
COC(=O)C1=C(C)N=C2SCCC(=O)N2C1c1cccs1 (stereo not given)
 : -0.2, -1.3
COc1cc(C(=O)NCC(=O)OCC(=O)c2cccc3ccccc23)cc(OC)c1OC
 : 7.0, 13.7
CCOc1ccc(S(=O)(=O)N2CCCCC2)cc1NC(=O)CSCc1c(C)noc1C
 : -0.3, -8.4
COc1ccccc1NC(=O)N(C)C[C@@H]1Oc2ncc(Br)cc2C(=O)N([C@H](C)CO)C[C@@H]1C
 : -2.0, -0.8
Cc1onc(-c2ccccc2Cl)c1C(=O)Nc1ccccc1
 : 3.7, 10.9
CC(=O)Nc1c(Cl)cc2c(c1Cl)C(=O)c1ccccc1-2
 : 3.3, -0.5
Cc1cccc(N2CCN(C(=O)c3ccncc3)CC2C)c1 (stereo not given)
 : 10.2, -8.0
Nc1nc(N)nc(-c2cccc(Br)c2)n1
 : -2.3, 3.5
CC1=C(C(=O)N(C)C)CC(CC(=O)NCCCCc2ccccc2)C(=O)N1CCC1=CCCCC1 (stereo not given)
 : 0.0, -8.2
Cc1cc(NC(=O)CSc2nc3cc4c(cc3c(=O)n2CCc2ccccc2)OCO4)no1
 : -9.8, 23.9
C=CCNC(=O)c1onc(CSc2cccc(C)c2)c1C(=O)O
 : -0.4, -16.2
COc1ccc(C(=O)OCC(=O)c2ccc3[nH]c(=O)[nH]c3c2)c(OC)c1OC
 : -9.2, -9.6
C[C@@H]1COC(=O)[C@H](CC(=O)OC(C)(C)C)C/C=C\C[C@H](CC(=O)N(CCO)Cc2ccccc2)C(=O)N1
 : -12.3, -3.2
O=C(NCCc1ccccc1)C1CCN(C(=O)N2CCOc3ccccc32)CC1
 : -0.4, 3.8
COc1ccc(N(CC(=O)NCc2ccccc2)C(=O)Cn2nnc(-c3ccccc3F)n2)cc1OC
 : 11.6, -7.3
CN(C)C(=O)CCc1ccc2c3c([nH]c2c1)[C@]1(CCC2CCCC2)[C@@H](C(=O)N2CCOCC2)C[C@H](CC(=O)NCc2ccco2)C(=O)N1CC3
 : 1.7, -0.2
Cc1cccc(C)c1OC(=O)c1ccccc1
 : -1.0, 6.5
CCSc1nc(C)c(CC)c(C)c1C(N)=O
 : 1.3, 2.6
Cc1ccccc1C(=O)NCC(=O)OC1CCCCC1=O (stereo not given)
 : -1.8, -3.2
Oc1c(Cl)cc(Cl)c2c1NCCC2
 : -14.3, 9.8
O=C(CSCC(=O)N1CCOCC1)Nc1ccccc1
 : 1.8, -5.6
O=C(NCc1cc(C(F)(F)F)ccc1Cl)c1cccc2c1C(=O)c1ccc(N3CCOCC3)cc1S2(=O)=O
 : -2.9, -58.7
Cc1c(S(=O)(=O)N2CCCC(C)C2)c(=O)n(C)c(=O)n1C (stereo not given)
 : 4.6, -10.7
Cc1ccccc1-c1cc(C(=O)NCc2cccs2)n(CC2CC(c3cccnc3)=NO2)n1 (stereo not given)
 : -34.7, -1.8
COCCNC(=O)c1cc(-c2ccccc2C)n(CC2CC(c3cccc([N+](=O)[O-])c3)=NO2)n1 (stereo not given)
 : -3.2, 3.0
Cc1c(CCOC(=O)c2cccc([N+](=O)[O-])c2)sc[n+]1CC(=O)c1ccccc1
 : 9.6, 6.6
COc1cc(/C=C/c2cc(C(F)(F)F)[nH]c(=O)n2)cc(OC)c1OC
 : 0.1, -0.7
C=CCN(CC=C)C(=O)C1CCN(Cc2ccc(OCc3ccccc3)cc2)CC1
 : 23.2, -22.4
CC1CCCN(C(=O)COC(=O)c2cccc(NS(=O)(=O)c3ccccc3)c2)C1 (stereo not given)
 : -7.2, -2.5
C[C@H]1CN([C@@H](C)CO)C(=O)CCCn2nncc2CO[C@@H]1CN(C)C(=O)Nc1ccnc(N2CCOCC2)c1
 : 7.9, 2.9
O=C1/C(=C/c2ccccc2Cl)SC(=S)N1CCCC(=O)N(CCO)c1ccccc1
 : -8.4, 12.6
O=C(Nc1ccccc1OC(F)F)c1ccc(S(=O)(=O)N2CCCC2)cc1
 : -2.0, 2.5
CCc1[nH]c(C(=O)O)c(C)c1C(=O)OC
 : 14.9, -11.5
Cc1ccc(C)c(NNC(N)=S)c1
 : -3.8, -0.5
Cc1cccc(C)c1OCC(=O)Nc1ncn[nH]1
 : 4.8, -7.8
CCC1Oc2ccccc2N(CC(=O)NCCCN2CCOCC2)C1=O (stereo not given)
 : -2.1, -0.7
CCCC(=O)Nc1cccn(Cc2ccccc2Br)c1=O
 : -11.3, 4.3
Cn1c(CCN2CCCCC2)nc2cc(NC(=O)C3CCCCC3)ccc21
 : 6.0, 5.7
S=C(Nc1ccc2c(c1)OCCO2)Nc1ccccc1Cl
 : 1.8, 8.8
CC(NC(=O)Nc1cccnc1)(C(F)(F)F)C(F)(F)F
 : -1.2, -0.6
COc1cc(OC)c(C(=O)OCC(=O)N2CC(=O)Nc3ccccc32)cc1OC
 : -13.3, 11.5
COc1ccc(OCCN2CCC(C(=O)NC(c3ccc(Cl)cc3)c3cnccn3)CC2)cc1 (stereo not given)
 : 9.1, 5.7

Next compounds.
Values run as follows: TAG inh DAPI viability, TAG inh
S=c1nc[nH]c2c1[nH]c1ccccc12
 : -3.7, -0.3
CCC(Sc1nc(N)cc(N)n1)C(=O)O (stereo not given)
 : 17.8, 3.9
Cc1cccc(C2=NN(c3ccc(Br)cc3)[C@@H](C(=O)N3CCOC3=O)[C@@H]2c2ccc(F)cc2)c1
 : 174.1, -21.0
O=C(NC1CCN(Cc2ccccc2)CC1)c1cn(-c2ccccc2)nc1-c1cccnc1
 : 3.5, -3.6
CC(=O)c1ccc(S(=O)(=O)Nc2ccc(C(=O)N3CCC3)cc2)cc1
 : 5.1, 12.4
COC(=O)c1ccc(C)c(NC(=O)COC(=O)C2CC3CCCC(C2)C3=O)c1 (stereo not given)
 : 0.8, -15.1
COC(=O)Cc1c(C)c2ccc(O)c(CN3CCCC(C)C3)c2oc1=O (stereo not given)
 : 76.9, 18.6
CCOCCCNCC(=O)Nc1ccc(OC(F)(F)F)cc1
 : -3.4, -3.0
Cc1ccc(F)c(S(=O)(=O)NC(=O)C2(C)CCN2C(=O)CCc2ccccc2)c1 (stereo not given)
 : -0.4, -17.2
O=C(OCCC12CC3CC(CC(C3)C1)C2)c1ccc(NCc2cc(O)ccc2O)cc1
 : -50.8, 103.7
Nc1cccc2c1C(=O)N(C(=O)/C=C/c1ccc(F)cc1)C2=O
 : -9.9, 13.5
O=C(COC(=O)c1cc(-c2ccccc2)nc2ccccc12)NC1CC1
 : 0.6, -18.8
CC(C)(C)c1cc(C(F)(F)F)n2ncc(-c3ccccc3)c2n1
 : -10.3, 18.3
Cc1ccc(-c2csc(NC(=O)CCNC(=O)c3ccc(Cl)cc3)n2)cc1
 : -7.9, 14.4
Cc1ccc(-c2noc(CCC(=O)Nc3cccc(C#N)c3)n2)cc1
 : 3.2, -20.1
CS(=O)(=O)N(Cc1ccccc1Cl)c1ccc(C(=O)N2CCCC2)cc1
 : -0.8, -5.4
C[C@@H]1CCCCO[C@@H](CN(C)C(=O)Cc2ccccc2)[C@@H](C)CN([C@H](C)CO)C(=O)c2cc(NC(=O)C3CCCCC3)ccc2O1
 : -18.9, 1.9
CN1c2ccccc2Oc2nnc(N3CCN(Cc4ccccc4)CC3)cc21
 : 79.7, 9.9
O=C(CNS(=O)(=O)c1ccc(Cl)cc1)N1CCN(c2ccc(F)cc2)CC1
 : 2.5, -19.2
Cc1ccccc1C(NC(=O)C1CCN(Cc2ccc(Oc3ccccc3)cc2)CC1)c1ccsc1 (stereo not given)
 : -1.9, -10.0
Cc1ccc(NC(=O)CSc2nnc(NC(=O)C3CC3)s2)cc1
 : -5.1, 7.0
COc1cccc(COC(=O)c2cc(=O)[nH]c3ccc(S(=O)(=O)N4CCOCC4)cc23)c1OC
 : 0.8, -1.1
C[C@@H]1CN([C@@H](C)CO)C(=O)CCCn2nncc2CO[C@@H]1CN(C)S(=O)(=O)c1cn(C)cn1
 : -6.7, 9.6
Cc1cc2cc(CNC(=O)C3CCCC3)ccc2n1C
 : -3.5, -7.2
Cc1ccc(CN(C(=O)c2cc(=O)c3cc(C)cc(C)c3o2)C2CCS(=O)(=O)C2)cc1 (stereo not given)
 : -0.8, 10.1
O=C1C2=C(NC(=S)NC2c2ccc(Cl)cc2)NC(c2ccc(Cl)cc2)N1c1ccc(Cl)cc1 (stereo not given)
 : -1.6, -6.5
COc1ccccc1-c1cc(NC(C)=O)c2ncc(-c3ccccc3)n2c1
 : 5.0, -15.3
O=C(NCCCCc1ccccc1)Nc1ccc(F)cc1F
 : 0.0, -44.4
CCCn1c(=O)c(-c2ccccc2)c(O)c2ccccc21
 : -3.0, 5.4
CC(C)(C)OC(=O)C[C@H]1C/C=C\C[C@H](CC(=O)NCCO)C(=O)N[C@@H](Cc2ccccc2)COC1=O
 : -3.3, 5.6
COc1cccc(NC(=O)CCC(=O)NCc2ccco2)c1
 : -0.8, 7.6
Oc1c(/C=N/Nc2cccc3cccnc23)ccc2ccccc12
 : -2.4, 26.3
FC(F)(F)c1ccc(Sc2nnc(-c3cccs3)n2CC2CCCO2)nc1 (stereo not given)
 : 9.9, -14.9
O=C1CC(NS(=O)(=O)c2cc(F)ccc2F)CN1c1ccc2c(c1)OCCO2 (stereo not given)
 : -1.7, 0.1
CN(CC(=O)Nc1ccc(Cl)c(C(F)(F)F)c1)C(=O)CC1Sc2ccccc2NC1=O (stereo not given)
 : -2.6, -11.2
CCN(CC(=O)Nc1ccccc1OC)C(=O)/C=C/c1cccs1
 : -5.0, -11.9
Cc1cccc2nc(-c3ccco3)c(Nc3ccccc3)n12
 : 10.5, -11.0
Cc1ccnc(NC(=O)c2cc(-c3ccc(Cl)s3)nc3ccccc23)c1
 : 31.3, 10.0
CCOc1ccc(N(C)S(=O)(=O)c2ccc(C)c(C(=O)Nc3nnc(C4CC4)s3)c2)cc1
 : 1.0, 9.4
CCCOc1ccc(C2=NNC(c3cccs3)=Nc3ccc(OC)cc32)cc1
 : 2.0, 10.3

A second format for some results above.
| SMILES | TAG inh DAPI viability | TAG inh |
| --- | --- | --- |
| O=C1/C(=C/c2ccccc2Cl)SC(=S)N1CCCC(=O)N(CCO)c1ccccc1 | -8.4 | 12.6 |
| Cc1ccc(-c2noc(CCC(=O)Nc3cccc(C#N)c3)n2)cc1 | 3.2 | -20.1 |
| Cc1cccc(C2=NN(c3ccc(Br)cc3)[C@@H](C(=O)N3CCOC3=O)[C@@H]2c2ccc(F)cc2)c1 | 174.1 | -21.0 |
| CC(=O)c1ccc(S(=O)(=O)Nc2ccc(C(=O)N3CCC3)cc2)cc1 | 5.1 | 12.4 |
| O=C1CC(NS(=O)(=O)c2cc(F)ccc2F)CN1c1ccc2c(c1)OCCO2 (stereo not given) | -1.7 | 0.1 |
| Cc1ccc(NC(=O)COC(=O)c2ccc([N+](=O)[O-])o2)cc1S(=O)(=O)N1CCCCC1 | -6.1 | -1.0 |
| CCCOc1ccc(C2=NNC(c3cccs3)=Nc3ccc(OC)cc32)cc1 | 2.0 | 10.3 |

The listing continues:
Values run as follows: TAG inh DAPI viability, TAG inh
Cc1ccc(C(=O)Nc2cccc(C(F)(F)F)c2)cc1Nc1ncnc2nc[nH]c12
 : -1.7, -7.2
COC(=O)C1C(c2ccccc2)C(C(=O)N2CCOCC2)C1c1ccccc1 (stereo not given)
 : -5.7, 1.4
O=C(CSc1ccc2c(c1)OCCO2)Nc1ncccc1O
 : 5.6, -9.8
O=C(O)C(=Cc1cccc([N+](=O)[O-])c1)c1ccc(Cl)cc1
 : 0.7, 9.2
O=C(NNS(=O)(=O)c1ccc2ccccc2c1)c1cc(-c2ccccn2)nc2ccccc12
 : -4.1, 13.0
Cc1ccc(NC(=S)Nc2ccc(S(=O)(=O)Nc3ncccn3)cc2)c(C)c1
 : 1.8, -15.4
CC(=O)c1c(C)[nH]c(C(=O)CN2C(=O)NC(C)(c3ccc(C)cc3)C2=O)c1C (stereo not given)
 : -9.2, 12.6
Cc1cccc(NCC(=O)N/N=C\c2ccccn2)c1
 : -4.0, -6.1
CCOc1ccccc1NC(=O)COC(=O)c1ccc(S(=O)(=O)N2CCCC2)cc1
 : -1.9, -0.7
Cc1ccc(N(CCC#N)C(=O)CN2C(=O)NC(Cc3ccccc3)C2=O)cc1 (stereo not given)
 : -8.8, 2.0
COc1cccc(NCCC(=O)c2cccc([N+](=O)[O-])c2)c1
 : -5.8, -3.0
CCOc1ccc(/C=N/NS(=O)(=O)c2ccc(C)cc2)cc1OC
 : 3.0, -8.7

Part of the list above, with each value named.
Cc1cccc(C2=NN(c3ccc(Br)cc3)[C@@H](C(=O)N3CCOC3=O)[C@@H]2c2ccc(F)cc2)c1
  TAG inh DAPI viability: 174.1
  TAG inh: -21.0
CCCC(=O)Nc1cccn(Cc2ccccc2Br)c1=O
  TAG inh DAPI viability: -11.3
  TAG inh: 4.3
